# RXFP1 antagonist: RXFP1 (human) relaxin receptor antagonism; Q9HBX9; 350,000 tested, 0.59% active; AID 1259400; HEK293-RXFP1, relaxin-stimulated cAMP HTRF, 30 min; hits give low values; activity change, negative = inhibition, % at 57.5 µM;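 active means activity change of -60% or lower, but not beyond a set lower limit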
# Target sequence (Q9HBX9 whole entry, looked up): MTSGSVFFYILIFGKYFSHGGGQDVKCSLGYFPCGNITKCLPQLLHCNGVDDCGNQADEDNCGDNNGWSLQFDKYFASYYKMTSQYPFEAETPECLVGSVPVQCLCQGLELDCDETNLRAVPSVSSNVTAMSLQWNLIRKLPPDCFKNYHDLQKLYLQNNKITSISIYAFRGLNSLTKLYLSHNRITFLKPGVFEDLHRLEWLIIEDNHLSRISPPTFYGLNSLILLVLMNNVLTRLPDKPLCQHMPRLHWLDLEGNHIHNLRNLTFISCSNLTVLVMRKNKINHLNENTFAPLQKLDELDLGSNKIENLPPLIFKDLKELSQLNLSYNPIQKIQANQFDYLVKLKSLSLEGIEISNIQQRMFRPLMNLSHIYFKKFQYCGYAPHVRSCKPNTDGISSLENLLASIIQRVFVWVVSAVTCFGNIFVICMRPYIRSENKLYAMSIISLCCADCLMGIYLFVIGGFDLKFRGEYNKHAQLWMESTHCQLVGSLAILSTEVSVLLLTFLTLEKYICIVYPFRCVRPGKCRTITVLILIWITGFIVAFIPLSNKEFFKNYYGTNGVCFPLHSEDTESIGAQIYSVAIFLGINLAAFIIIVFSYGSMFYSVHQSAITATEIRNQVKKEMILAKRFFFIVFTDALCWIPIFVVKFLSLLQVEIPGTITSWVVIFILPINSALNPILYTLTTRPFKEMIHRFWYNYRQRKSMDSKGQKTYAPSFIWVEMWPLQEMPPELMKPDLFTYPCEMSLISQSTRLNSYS
# Active calls of the source: *. On the % scale 0 is the no-effect control and ±100 the full control effect. Only part of the results is shown, so the mix of outcomes need not match the whole.
RXFP1 antagonist | compound
-12 | COc1cccc(N/C=C/C(=O)c2ccc(Br)cc2)c1
-4 | COc1cccc(C(=O)NN2CCOCC2)c1
-14 | CN(C)CCc1c[nH]c2ccc(C[C@H]3COC(=O)N3)cc12
8 | C[C@@H]1CN([C@H](C)CO)C(=O)CCCn2cc(nn2)CO[C@H]1CN(C)S(=O)(=O)c1ccc(Oc2ccccc2)nc1
10 | CC(=O)c1cn(C2OC(CO)C3OC(C)(C)OC32)c(=O)n(C)c1=O (stereo not drawn)
1 | Cc1ccc(-c2ccc(CN3C(C)C(=O)N(Cc4cn(Cc5ccco5)nn4)CCS3(=O)=O)cc2)cc1 (stereo not drawn)
-8 | NC(N)=NCCCS(=O)(=O)Nc1ccc(Nc2c3ccccc3nc3cc([N+](=O)[O-])ccc23)cc1
-8 | C[C@H]1CN([C@@H](C)CO)C(=O)CCCn2nncc2CO[C@@H]1CN(C)Cc1ccc2c(c1)OCO2
7 | CS(=O)(=O)Nc1ccc2c(c1)[C@H]1C[C@H](CC(=O)NCc3cccc(F)c3)O[C@@H](CO)[C@H]1O2
3 | Cc1cccn2c(=O)c3cc(C#N)c(=N)n(Cc4cccnc4)c3nc12
6 | CCOc1cc(N2CCOCC2)c(OCC)cc1NC(=O)COC(=O)c1ccc([N+](=O)[O-])o1
-3 | N#Cc1nnn2c1nc(N)c1c(F)cccc12
-9 | O=C(OC(c1ccccc1)c1nccc2ccccc12)c1ccccc1 (stereo not drawn)
-9 | CCCN(C(=O)Cc1coc2cc(OC)ccc12)C1CCS(=O)(=O)C1 (stereo not drawn)
-9 | CC(NC(=O)COc1ccccc1)C1COc2ccccc2O1 (stereo not drawn)

# Later entries:
RXFP1 antagonist | compound
4 | C[C@@H]1CN([C@@H](C)CO)C(=O)CCCn2nncc2CO[C@H]1CN(C)S(=O)(=O)c1ccc(F)cc1
6 | C=CCn1c(SCC(=O)Nc2sc3c(c2C#N)CCC(C)C3)nc2cc(C(=O)O)ccc2c1=O (stereo not drawn)
-12 | CC1CN(C(=O)COC(=O)c2cc3ccccc3cc2O)CC(C)O1 (stereo not drawn)
-3 | Cc1ccc2c(c1)N(CCC(=O)NC1CC1)C(=O)C(C)O2 (stereo not drawn)
11 | CC[C@]1(O)C[C@H]2CN(CCc3c([nH]c4ccccc34)[C@@](C(=O)OC)(c3cc4c(cc3OC)N(C=O)[C@H]3[C@@](O)(C(=O)OC)[C@H](OC(C)=O)[C@]5(CC)C=CCN6CC[C@]43[C@@H]65)C2)C1
-7 | COc1ccccc1OCC(=O)OCC(=O)NC1CCCCC1
-6 | NC(CSC(c1ccccc1)(c1ccccc1)c1ccc(-c2ccccc2)cc1)C(=O)O (stereo not drawn)
1 | CN(CC(=O)Nc1cccc(F)c1)CC(=O)N(C)c1c(N)n(Cc2ccccc2)c(=O)[nH]c1=O
-8 | Cc1ccc(C(=O)N2CCCC(Nc3ccc(C)c(C)c3)C2)c(=O)[nH]1 (stereo not drawn)
-7 | O=C(CN1C(=O)NC2(CCOc3ccccc32)C1=O)NCCc1ccc(F)cc1 (stereo not drawn)
-6 | S=C(NCc1ccccc1)C(=S)NCc1ccccc1
1 | CCOC(=O)c1cc2nc(OCC)nc(OCC)c2[nH]1
5 | COC(=O)c1ccc(COC(=O)C2CCN(S(=O)(=O)c3c(C)cc(C)cc3C)CC2)o1
-17 | Cc1ccc(NCSc2ccc(Cl)cc2)cc1
0 | O=C(NO)c1cc(OCC(F)(F)F)ccc1OCC(F)(F)F

# Further structures:
RXFP1 antagonist | compound
0 | [O-][n+]1ccc(OCc2ccccc2)cc1
-8 | CC(C)(C)c1cc(C2COC(=O)COCCOCC(=O)OCCOCCO2)cc(C(C)(C)C)c1O (stereo not drawn)
-4 | CC(=O)Nc1ccc2c(c1)Cc1c-2cc(Cl)c(NC(C)=O)c1Cl
-14 | O=C(CC1(O)CCCCC1)OC1CCCC1
-10 | CCOC(=O)c1ccccc1NC(=O)Cc1ccc(OC)c(S(=O)(=O)N2CCOCC2)c1
4 | CN1CCc2c(sc3c2C(=O)NC(/C=C/c2ccco2)N3)C1 (stereo not drawn)
-2 | Cc1cc(C(=O)N/N=C/c2cccc([N+](=O)[O-])c2)c(C)o1
-1 | COc1cccc(CNC(=O)c2ccc(S(=O)(=O)N3CCCCC3)cc2)c1
-13 | Fc1cccc(CSc2ncnc3c2ncn3C2CCCCO2)c1 (stereo not drawn)
-5 | COC(=O)c1ccccc1NC(=O)COC(=O)Cc1ccc(S(=O)(=O)N2CCOCC2)s1
1 | CN(C)c1nn2c(-c3ccccc3)nnc2o1
-3 | Cc1ccc(OCC(=O)NNC(=O)c2cc3ccccc3o2)cc1
-6 | CC(C)Cc1nnc(N)s1
-2 | CCOc1cc(/C=C/C(=O)OCC(=O)N(CC)C2CCS(=O)(=O)C2)cc(Cl)c1OC (stereo not drawn)
-3 | C=CCNC(=O)CN1C(=O)CSc2ccc(S(=O)(=O)N3CCOCC3)cc21

# Additional entries follow:
RXFP1 antagonist | compound
-14 | N#CC(=C(c1ccccc1)c1ccccc1)c1ccccc1
8 | C[C@H](CO)N1C[C@H](C)[C@@H](CN(C)S(=O)(=O)c2cn(C)cn2)OCc2cnnn2CCCC1=O
4 | CC1(C)C(=O)C=CC(=O)C(C)(C)C(=O)C=CC(=O)C(C)(C)C2=CC=C(O2)C(C)(C)C(=O)C=CC1=O
-12 | O=C(O)C(=Cc1ccncc1)c1cccc2ccccc12
-6 | Cc1sc(NC(=O)CSc2n[nH]c(N)n2)c(C#N)c1C
2 | CC(NC(=O)c1ccccc1)C(=O)Nc1ccccc1 (stereo not drawn)
-19 | Cc1ccc(C(=O)N/C(=C/c2ccc(-c3ccc([N+](=O)[O-])cc3)o2)C(=O)NCCCN(C)C)cc1
-9 | S=C(NCCc1ccccc1)N1CCCC1
-2 | Nc1c(C(=O)OCC(=O)Nc2cccc([N+](=O)[O-])c2)[nH]c(=O)[nH]c1=O
-3 | CCOC(=O)Cn1c(=O)c(-c2ccccc2NCc2ccccc2)nc2ccccc21
1 | CN(C(=O)CSc1nc2ccccc2c(=O)n1C)C1CCS(=O)(=O)C1 (stereo not drawn)
-12 | N#CC(=C1C=C(Br)C(=NO)C=C1Cl)c1ccc(Cl)cc1
7 | N#Cc1ncccc1CCc1cccc(Cl)c1
-10 | CC(=O)Nc1ccc(-c2csc(NC(=O)CCNC(=O)c3ccco3)n2)cc1
3 | O=[N+]([O-])c1ccc(S(=O)(=O)NN=C2CCCCC2)cc1

# Later entries:
RXFP1 antagonist | compound
-21 | COc1cc(OC)nc(O[C@H](C(=O)O)C(OC)(c2ccccc2)c2ccccc2)n1
-5 | O=C(Nc1cccc2cccnc12)c1ccccc1Br
9 | O=C(COC(=O)c1cnc(Cl)c(Cl)c1)NC1CCCC1
-2 | CC(=O)NC(C)(CC(=O)c1ccccc1)c1ccccc1 (stereo not drawn)
5 | O=C(Nc1ccccc1)N1CCN(c2ccccc2)CC1
4 | CCOc1ccc(S(=O)(=O)Nc2ccc(C(=O)NCC(c3ccc(OC)cc3)N3CCOCC3)cc2)cc1 (stereo not drawn)
9 | CN(C)C(CNC(=O)C1CC(=O)N(c2cccc(C(F)(F)F)c2)C1)c1ccccc1 (stereo not drawn)
2 | O=C(NNC(=O)c1ccccc1F)c1cccc(S(=O)(=O)N2CCc3ccccc32)c1
-10 | O=C(Cn1nc(C(=O)O)c2ccccc2c1=O)Nc1cccc(S(=O)(=O)N2CCCCCC2)c1
-4 | O=C(N/C(=C/c1ccc(Br)cc1)c1nc2ccccc2[nH]1)c1ccco1
5 | C#CCN(C[C@@H]1[C@@H](OC(=O)NC2CC2)[C@@H](OC(=O)NC2CC2)Cn2c(=O)n(CCCCCC)c(=O)n21)S(=O)(=O)c1ccc(C)cc1
-28 | Cc1ccc2c(=O)n3c(nc2c1)C(Cc1ccc(O)cc1)NC(=O)c1cc2ccccc2cc1-3 (stereo not drawn)
-2 | Cc1cccc(C(=O)OCC(=O)N2CCCCCC2)c1C
-1 | COc1ccc(NS(=O)(=O)c2cccc(C(=O)NCC(c3ccc(OC)cc3)N3CCCCC3)c2)cc1 (stereo not drawn)
-1 | CN(CC(=O)NCC1COc2ccccc2O1)S(=O)(=O)c1ccc(Cl)cc1 (stereo not drawn)

# Brought forward from above: 2 entries, then new ones.
RXFP1 antagonist | compound
-1 | COc1ccc(NS(=O)(=O)c2cccc(C(=O)NCC(c3ccc(OC)cc3)N3CCCCC3)c2)cc1 (stereo not drawn)
-1 | CN(CC(=O)NCC1COc2ccccc2O1)S(=O)(=O)c1ccc(Cl)cc1 (stereo not drawn)
7 | O=S(=O)(O)c1ccc(SCc2ccccc2)nc1
3 | COc1cc(CCC(=O)OCC(=O)N2CC(=O)Nc3ccccc32)cc(OC)c1OC
2 | Nc1ccc(N2CCOCC2)c(S(=O)(=O)Nc2ccccc2Cl)c1
-15 | CCOc1ccc(C(C)=O)cc1COC(=O)CNC(=O)C12CC3CC(CC(C3)C1)C2
12 | Cc1cc(CNC[C@H]2O[C@@H](n3ccc(N)nc3=O)[C@H](O)[C@@H]2O)no1
2 | CNc1[nH]c(=O)[nH]c(=O)c1N=Nc1cc(Cl)ccc1Cl
4 | C[C@H]1CN([C@@H](C)CO)C(=O)CCCn2nncc2CO[C@H]1CN(C)S(=O)(=O)c1ccc(-n2cccn2)cc1
-14 | Cc1ccc(C2(C)NC(=O)N(CC(=O)N(c3ccccc3)C3CCS(=O)(=O)C3)C2=O)cc1 (stereo not drawn)
3 | CC1=C(C(=O)N2CCOCC2)CC(CC(=O)NC2CCCC2)C(=O)N1CCCN1CCCC1=O (stereo not drawn)
10 | CC1CCCN(CCS(=O)(=O)c2ccccc2)C1 (stereo not drawn)
26 | O=C(O)c1cc(-c2cc(C(=O)O)c3ccccc3n2)ccc1O
10 | OC[C@H]1O[C@@H](Oc2ccc(O)cc2)[C@H](O)[C@@H](O)[C@@H]1O
9 | O=S(=O)(c1ccc(F)c(F)c1)N1CCCCCCC1
-5 | COc1ccc(OC)c(C(=O)c2coc3cc(Br)c(O)c(Br)c23)c1
-13 | CC(C)[C@H](NS(=O)(=O)c1ccccc1)C(=O)OCC(=O)Nc1cccc(S(N)(=O)=O)c1

# (list continues)
RXFP1 antagonist | compound
2 | O=C(COc1ccc(Br)cc1F)Nc1nnc(C2CC2)s1
1 | CCCCCC(=O)N1C[C@H](n2cc(-c3ccc(F)cc3)nn2)[C@@H](O)C[C@@H]1c1ccc(Cl)cc1
-11 | CCn1c(CCl)nc2cc(S(=O)(=O)N3CCOCC3)ccc21
-2 | CCCCN(C(=O)C1CC(=O)N(c2ccc3c(c2)OCCO3)C1)c1c(N)n(CCC)c(=O)[nH]c1=O (stereo not drawn)
3 | O=S(=O)(Cc1nnnn1-c1ccc(Br)cc1)c1ccccc1
-13 | O=C(CCc1ccc(S(=O)(=O)N2CCOCC2)cc1)Nc1ccc(F)cc1[N+](=O)[O-]
-11 | Cc1ccc(NC(=O)c2nc[nH]c2C(=O)Nc2ccccc2F)cc1
7 | C[C@H](NC(=O)c1ncn2c1C(=O)NC[C@H]2C)c1ccccc1
5 | Cc1cccc(NS(=O)(=O)c2ccc(C)c(C(=O)NNC(=O)c3csc(N4CCOCC4)n3)c2)c1
-9 | CCc1n[nH]c(=S)n1/N=C/c1ccc(-c2ccc(Br)cc2)o1
-35 | Cc1ccc(NS(=O)(=O)c2ccc(C(=O)NC3CCN(Cc4ccccc4)CC3)cc2)cc1
-6 | COCCN(C(=O)COC(=O)CNC(=O)c1ccc(C)cc1)c1c(N)n(Cc2ccccc2)c(=O)[nH]c1=O
6 | CCc1ccccc1NC(=O)CCC(=O)N1CCN(C(C)=O)CC1
-4 | O=C(COc1ccccc1F)Nc1ccc2c(c1)CCC2
6 | COC(=O)N(C)C[C@@H]1OCc2cnnn2CCCC(=O)N([C@H](C)CO)C[C@@H]1C

# Given with each value named: part of the list above.
SMILES: Cc1ccc(NS(=O)(=O)c2ccc(C(=O)NC3CCN(Cc4ccccc4)CC3)cc2)cc1
  RXFP1 antagonist: -35

SMILES: COCCN(C(=O)COC(=O)CNC(=O)c1ccc(C)cc1)c1c(N)n(Cc2ccccc2)c(=O)[nH]c1=O
  RXFP1 antagonist: -6

# (list continues)
RXFP1 antagonist | compound
-2 | O=C(OCc1ccccc1)N1CCC2CC1c1cc(/C=C/CCCSc3ncccn3)ccc12 (stereo not drawn)
9 | NS(=O)(=O)c1ccc(CNC(=O)c2ccc3c(c2)OCO3)cc1
-11 | O=C(O)Cc1ccc(CCNS(=O)(=O)c2ccc(Cl)cc2)cc1
8 | Cc1cccc[n+]1CC(=O)c1ccc([N+](=O)[O-])cc1
-6 | Nc1cc(=O)[nH]c(SCC(=O)Nc2ccc(N3CCOCC3)cc2)n1
-36 | COc1ccc2c3c(ccc2c1)C(=O)/C(=C/O)CC3
-2 | COc1cc(CN(C)C(=O)C2CCN(S(=O)(=O)c3cccs3)CC2)ccc1OC(F)F
3 | CCOc1ccc(S(=O)(=O)NCCC(=O)NNC(=O)c2ccc(F)cc2)cc1
-10 | COc1ccc(NC(=O)CNCc2cccs2)c(OC)c1
-9 | C[C@@H]1CN([C@H](C)CO)C(=O)c2cc(Br)cnc2O[C@H]1CN(C)C(=O)c1ccccc1
1 | CCCCn1nc(C(=O)N(C)Cc2nc3ccccc3c(=O)[nH]2)c2ccccc2c1=O
8 | O=C(COC(=O)c1cncc(Br)c1)NCc1cccs1
5 | CCOc1ccc(NC(=O)CN2C(=O)NC3(CCCCCC3)C2=O)cc1
-7 | O=C(NCCOc1ccccc1)C1CCC(=O)N(CCCN2CCOCC2)C1 (stereo not drawn)
-31 | CN(C)CCOC1(Cc2ccc(F)cc2)CCC(C(C)(C)C)CC1 (stereo not drawn)

# A run of entries from further up, as a working copy:
RXFP1 antagonist | compound
-2 | O=C(OCc1ccccc1)N1CCC2CC1c1cc(/C=C/CCCSc3ncccn3)ccc12 (stereo not drawn)
9 | NS(=O)(=O)c1ccc(CNC(=O)c2ccc3c(c2)OCO3)cc1
-11 | O=C(O)Cc1ccc(CCNS(=O)(=O)c2ccc(Cl)cc2)cc1
8 | Cc1cccc[n+]1CC(=O)c1ccc([N+](=O)[O-])cc1
-6 | Nc1cc(=O)[nH]c(SCC(=O)Nc2ccc(N3CCOCC3)cc2)n1
-36 | COc1ccc2c3c(ccc2c1)C(=O)/C(=C/O)CC3
-2 | COc1cc(CN(C)C(=O)C2CCN(S(=O)(=O)c3cccs3)CC2)ccc1OC(F)F

# Screening results deposited in PubChem by National Center for Advancing Translational Sciences (NCATS).
